Bioassay records as filed in PubChem BioAssay.
DENV2 CPE: inhibitors of DENV2 cytopathic effect; hit rate 1.7% among 350,000; DENV2-infected cells, cytopathic effect rescue, plate reader; CPE inhibition, % at 9.99 µM; in the data active = CPE inhibition above about 20%, passing the limit was not always enough; inconclusive = no clear call, values can overlap the other calls; tested in BHK-21 cells;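 note: 0% = median of neutral control wells and 100% = median of positive control wells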
Casp6 inh: inhibitors of human caspase-6; P55212; purified caspase-6, Z-VEID-R110 cleavage fluorescence; inhibition, % at 12.5 µM; hit rate 0.53% among 350,000;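 active = mean inhibition across replicates at least about 35%, with every replicate also reaching that limit, limit read from the data; inconclusive = only one of the two criteria met; inactive = neither criterion met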;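 note: 0% = median of neutral control wells and 100% = no fluorescence left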
Target sequence (P55212 24-179 limits assumed): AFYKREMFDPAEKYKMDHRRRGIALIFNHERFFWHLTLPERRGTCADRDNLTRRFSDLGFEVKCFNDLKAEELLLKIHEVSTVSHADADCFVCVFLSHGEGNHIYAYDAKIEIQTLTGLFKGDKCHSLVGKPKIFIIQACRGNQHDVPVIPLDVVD
Target sequence (P55212 194-293 limits assumed): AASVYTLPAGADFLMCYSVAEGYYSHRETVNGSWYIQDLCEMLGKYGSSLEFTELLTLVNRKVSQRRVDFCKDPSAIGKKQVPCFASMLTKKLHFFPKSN
XiGFP reactiv: activators of X-chromosome reactivation in mouse fibroblasts | hit rate 0.055% among 360,000 | XiGFP mouse fibroblasts, % GFP-positive cells imaging, 3 d; cells co-treated with 5-aza-dC sensitizer; scaled so ellipticine positive control = 100% | activation, % at 7.58 µM;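 active = mean normalized replicate activation at least 10% and every replicate at or above 10%; inconclusive = only one of the two criteria met; inactive = mean below 10% and not all replicates reach 10%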;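 note: 0% = median of on-plate neutral control wells and 100% = ellipticine 6 µM median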
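System: 68-5-11 XiGFP fibroblast line | Buffer or medium: DMEM containing 5-aza-dC | Compound: Single point | Times: Compounds 3 days, fix/stain 15 min at room temperature | Benchmarks: Positive control ellipticine, 6 µM final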
E-selectin induc: induces E-selectin expression in human endothelial cells; AID 686992; HUVEC E-selectin immunofluorescence imaging; normalized: neutral wells 0, TNF-alpha wells 100; activation, % at 7.58 µM; hit rate 0.37% among 260,000;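 active = mean E-selectin-positive cell signal at least 10% of the positive control, reached in at least 60% of replicates, without over 20% cell loss; inconclusive = no rule given, readout overlaps actives, possibly toxicity-flagged; inactive = the rest, including those meeting only one limit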;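 note: in these data hits start at about 27%; measured in HUVEC primary endothelial cells; signal is the percent of cells scored E-selectin positive by PE staining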
Target sequence (P16581 whole entry, looked up): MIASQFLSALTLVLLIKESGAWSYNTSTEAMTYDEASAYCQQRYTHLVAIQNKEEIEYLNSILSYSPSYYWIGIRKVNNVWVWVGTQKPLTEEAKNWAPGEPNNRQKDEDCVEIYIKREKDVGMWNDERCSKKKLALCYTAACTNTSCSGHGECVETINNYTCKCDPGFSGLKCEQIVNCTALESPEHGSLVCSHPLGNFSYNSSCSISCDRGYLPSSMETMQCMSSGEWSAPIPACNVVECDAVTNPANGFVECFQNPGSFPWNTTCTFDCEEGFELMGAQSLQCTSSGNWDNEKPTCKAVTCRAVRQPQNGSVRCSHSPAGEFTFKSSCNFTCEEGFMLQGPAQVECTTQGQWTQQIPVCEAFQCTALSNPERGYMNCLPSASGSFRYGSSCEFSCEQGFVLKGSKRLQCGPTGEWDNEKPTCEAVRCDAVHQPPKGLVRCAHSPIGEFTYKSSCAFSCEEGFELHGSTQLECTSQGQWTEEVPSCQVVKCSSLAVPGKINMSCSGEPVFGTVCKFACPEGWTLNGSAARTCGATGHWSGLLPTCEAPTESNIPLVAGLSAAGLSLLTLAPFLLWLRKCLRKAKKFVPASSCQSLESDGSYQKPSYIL
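Assay system: HUVEC, human umbilical vein endothelial cells / Amount: 3,000 HUVEC/well / Controls: TNF-alpha positive control, DMSO neutral control / Compound dosing: single concentration / Medium: EGM-2 over gelatin coat / Evaluation: percent E-selectin-positive cells / Signal: immunofluorescence imaging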
RAD52 anneal inh: inhibitors of human RAD52 DNA annealing; P43351; recombinant RAD52 DNA annealing, FRET fluorescence; inhibition, % at 18.7 µM; hit rate 0.46% among 360,000; AID 651710;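 active = every replicate showing at least 50% inhibition; inconclusive = mean inhibition at least 50% but not in every replicate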
INS-1E GSIS act: GLuc luminescence reporter in INS-1E cells, primary screen for activators of glucose-dependent secretion of insulin; INS-1E GLuc reporter insulin secretion, 2-3 h; activation, % at 16.6 µM; hit rate 0.61% among 370,000;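 active = lowest replicate activation of at least 40%, so every replicate reaches that level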;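 note: 0% = median of neutral control wells and 100% = median of IBMX positive control wells; some compounds called inactive have numbers as strong as hits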
RAD54 branch: inhibitors of human RAD54 branch migration. RAD54 Holliday junction branch migration, FAM/BHQ fluorescence. inhibition, % at 10.4 µM. hit rate 0.14% among 360,000. AID 602329;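 active = mean normalized replicate activity at least 40 and at least half of replicates scoring 40 or more; inconclusive = only one of the two criteria met; inactive = mean below 40 and under half of replicates reaching 40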;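 note: 0% = median of neutral control wells and 100% = median of positive control wells; inhibitors cause a drop in the FAM fluorescence signal; in these data hits start at about 50%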
CFTR F508del cor: CFTR F508del correction in bronchial cells; CFBE cells, YFP halide quenching; stimulated with forskolin plus potentiator P3; % fluorescence drop versus neutral controls; activity (quench increase), % at 7.58 µM; hit rate 0.36% among 350,000; AID 720511;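 active = mean added fluorescence quench of at least 8% versus neutral control, with both replicates also reaching 8%; inconclusive = only one of the mean or replicate conditions met; inactive = mean below 8% and not both replicates reaching 8%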;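 note: cells transiently co-express mutant CFTR-F508del with the halide-sensitive YFP; corrector assay measuring rescue of mutant channel to the surface after 24 h compound exposure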
* hit, by the source's call; ? = inconclusive; nt = no result given; & = joins results of further samples. The order is random; any-hit rate near 3.7%.

Every second line gives: E-selectin induc | DENV2 CPE | Casp6 inh | RAD52 anneal inh | RAD54 branch | CFTR F508del cor | INS-1E GSIS act | XiGFP reactiv
C[C@H]1CN([C@@H](C)CO)C(=O)c2cc(C#CCN(C)C)cnc2O[C@H]1CN(C)C(=O)c1ccc2c(c1)OCO2
  0.8 | -4 | 57* | 5 | 9 | 0.0 | 3 | -1.2
COc1ccc(CCNC(=O)CCn2c(SCC(=O)N3CCCC3)nc3ccccc3c2=O)cc1OC
  -0.1 | -5 | -3 | -12 | 0 | -1.3 | 1 | nt
CN1CCN(CC(=O)Nc2ccccc2[N+](=O)[O-])CC1
  1.0 | nt | nt | nt | 0 | nt | -4 | 0.0
CCOC(=O)[C@H]1[C@H]2COc3ccc(Br)cc3[C@@H]2N2C(=O)CN(Cc3ccc(C)cc3)C(=O)[C@@]12C
  -0.2 | 1 | 0 | -7 | 7 | 4.8 | -34 | -0.1
CC(C)CNC(=O)COc1ccc(Sc2ccc(OCC(=O)NCC(C)C)cc2)cc1
  1.2 | nt | nt | nt | -7 | nt | -11 | -0.1
CC1(c2ccccc2)CC(C)(C)N2C(=O)Cc3cccc1c32 (centres undefined)
  0.9 | -1 | 2 | 0 | 5 | 1.0 | -52 | 0.0
C[C@@H]1CN([C@@H](C)CO)C(=O)c2cccc(NC(=O)C3CC3)c2O[C@@H]1CN(C)S(=O)(=O)c1cn(C)cn1
  -0.2 | 29* | 2 | -7 | 6 | -3.2 | 5 | 0.3
O=C1OC(Cc2ccccc2)C(c2ccccc2)C1=O (centres undefined)
  nt | 0 | 0 | -8 | -4 | 0.2 | -9 | 0.0
OC(c1nc2ccccc2[nH]1)C(O)c1nc2ccccc2[nH]1 (centres undefined)
  nt | -5 | 0 | -1 | -12 | -3.0 | -5 | 0.2
CC1Oc2ccccc2N(CC(=O)NCCCN2CCOCC2)C1=O (centres undefined)
  nt | -5 | -1 | -2 | -1 | -2.4 | 13 | 0.0
CN1C(=O)c2cc(NC(=O)c3cc(F)cc(F)c3)ccc2OC[C@H]2O[C@@H](CC(=O)O)CC[C@@H]21
  1.7 | 1 | 27 | -3 | 6 | 0.5 | 7 | 0.0
O=[N+]([O-])c1ccccc1NCc1ccccc1Cl
  1.7 | 2 | -2 | -17 | nt | -2.7 | 8 | 0.0
COc1ccc(CCN=C(N)C(C)c2ccccc2)cc1OC (centres undefined)
  nt | -3 | -1 | -17 | 7 | -0.4 | 2 | 0.0
COc1ccc(S(=O)(=O)N2CCOC23CCN(S(=O)(=O)c2cc(F)ccc2F)CC3)cc1
  3.0 | -5 | 0 | -6 | nt | 0.2 | -2 | 0.2
CCOc1ccccc1NC(=O)C(=O)CC(=O)c1ccc(OC)cc1
  nt | -1 | 9 | -24 | -6 | 2.7 | -2 | 0.1
O=[N+]([O-])c1ccc(-c2n(-c3ccccn3)c3ccccc3[n+]2-c2ccccn2)cc1
  0.2 | 4 | -4 | 5 | -5 | 2.1 | 3 | 0.1
COC1OC(CO)C(N=C(C)C)C1O (centres undefined)
  -0.1 | 8 | 1 | -17 | 3 | 2.3 | nt | -0.1
O=C(Cc1ccncc1)NCC[C@H]1CC[C@H](NC(=O)Nc2ccc(F)cc2)[C@H](CO)O1
  -0.1 | 7 | 0 | -16 | 3 | -1.2 | 11 | 0.1
C[C@@H]1CCCCO[C@H](CN(C)C(=O)Nc2ccc(C(F)(F)F)cc2)[C@@H](C)CN([C@H](C)CO)C(=O)c2cc(NC(=O)CCC(F)(F)F)ccc2O1
  -0.1 | 11 | 1 | -33 | -8 | -0.1 | 5 | -1.1
C=CCOc1cccc(C2C(C(=O)c3ccc(C)o3)=C(O)C(=O)N2c2nnc(C)s2)c1 (centres undefined)
  1.2 | 1 | 4 | -85 | -23 | 1.9 | 13 | 0.1
COc1ccc(S(=O)(=O)Nc2ccc3c(c2)C(=O)N([C@@H](C)CO)C[C@@H](C)[C@@H](CN(C)C(=O)CCCN(C)C)OCCCC[C@H](C)O3)cc1
  -0.1 | -6 | 0 | 6 | -7 | 0.0 | 20 | -0.4
Cc1ccc(C(=O)COC(=O)c2cc(Cl)ccc2O)cc1[N+](=O)[O-]
  nt | -4 | 1 | -5 | 1 | -0.4 | -11 | 0.2
COc1ccccc1NC(=O)N1CC(=O)N2[C@H](CO)[C@@H](c3ccc(C#Cc4ccc(F)cc4)cc3)[C@@H]2C1
  -0.6 | 14 | 1 | 1 | nt | 5.6 | -16 | 0.1
CC(C)(CNC(=O)c1ccc(Br)o1)CNC(=O)c1ccc(Br)o1
  -0.1 | 15 | 3 | -2 | -1 | 0.4 | 17 | -0.1
CNC(=O)COC(=O)c1ccccc1C(=O)c1ccc(Cl)c([N+](=O)[O-])c1
  nt | 4 | 9 | -3 | nt | -1.4 | 6 | 0.9
N#Cc1cccc(NC(=O)COC(=O)c2ccc[n+]([O-])c2)c1
  -0.1 | -2 | 3 | -13 | -3 | -1.5 | -1 | 0.1
CC(=O)Nc1ccc(NC(=O)C2Cc3c(-c4cccc(F)c4)ccnc3O2)cc1 (centres undefined)
  -0.1 | 4 | 2 | -6 | 9 | -0.7 | nt | 0.3
Cc1cccc(C(=O)N2CCCC(CCC(=O)N3CCN(c4ccccn4)CC3)C2)c1 (centres undefined)
  2.5 | 1 | 0 | -15 | 12 | 0.1 | 3 | 0.4
CSCCC(NS(=O)(=O)c1ccc(C)cc1)C(=O)NCC(C)(C)N1CCOCC1 (centres undefined)
  9.3 | 2 | -3 | -10 | 1 | -5.0 | 34 | 0.3
CCCCn1cnc2c(SCc3ccccc3F)nc(N)nc21
  1.4 | 1 | -1 | 3 | nt | 3.8 | nt | 0.6
C[C@@H]1CN([C@@H](C)CO)C(=O)c2c(c3ccccc3n2C)-c2ccccc2CO[C@H]1CN(C)C(=O)Nc1ccccc1
  -0.2 | -16 | -2 | 19 | -3 | -1.1 | -6 | 0.0
Cc1cc(C)c2cc(C#N)c(N3CCNCC3)nc2c1
  1.6 | 5 | -2 | -8 | 1 | 0.0 | 1 | 0.2
COc1cc2c(cc1OC)C(Cc1ccc(O)cc1)NCC2 (centres undefined)
  -0.1 | -2 | -1 | -2 | 6 | 0.8 | 70* | 0.0
CCN([C@H](CO)C(C)C)S(=O)(=O)c1ccccc1Br
  -0.1 | -3 | 4 | -10 | 1 | -1.8 | 25 | 0.1
COc1cccc(CNC(=O)[C@@H]2CCCN2C(=O)[C@@H]2CCCN2C(=O)c2cccc(OC)c2)c1
  -0.1 | -2 | -5 | -11 | nt | 1.0 | -2 | -0.2
O=C(c1ccc2c(c1)OCO2)N1CC[C@@H]2[C@H](CO)Nc3ccc(-c4ccccc4)cc3[C@@H]21
  3.9 | 23* | -4 | -5 | -5 | -0.7 | -2 | 0.2
CN1C(=O)c2cc(NC(=O)C3CC3)ccc2OC[C@H]2O[C@H](CC(=O)O)CC[C@H]21
  -0.1 | 3 | 2 | 8 | nt | 0.0 | 14 | 0.1
C[C@H]1CN([C@@H](C)CO)C(=O)c2cccc(NS(=O)(=O)c3ccc(Cl)cc3)c2O[C@@H]1CN(C)CC1CCCCC1
  9.0&0.8 | 0&1 | -2&1 | 14&-15 | 12&-1 | 0.8&-0.6 | -11&-20 | 0.3&-0.1
CCNc1nc(NC(C)CC)nc(Oc2ccc(=O)[nH]n2)n1 (centres undefined)
  nt | 0 | -2 | -10 | 1 | 1.1 | -3 | nt
C=CCNC(=S)NCc1ccc(CNC(=S)NCC=C)cc1
  1.6 | 9 | -2 | -19 | 2 | -0.6 | 10 | 0.1
CC1(C(=O)Nc2cccc(-n3cnnn3)c2)Cc2ccccc2C(=O)O1 (centres undefined)
  -0.1 | 17 | -3 | -9 | nt | -1.2 | 1 | 0.1
CCc1ccc2c(c1)NC(=O)C2(C)Cc1ccc(Cl)s1 (centres undefined)
  nt | 0 | 5 | -3 | 7 | -2.7 | nt | 0.7
O=C(CCNC(=O)N1CC(=O)Nc2ccccc21)Nc1ccc(Cl)cc1
  0.5 | 0 | 0 | -19 | -3 | 0.2 | 9 | 0.0
CCN(C(=O)COC(=O)CCOc1ccccc1)c1c(N)n(Cc2ccccc2)c(=O)[nH]c1=O
  -1.9 | 12 | 4 | -7 | -7 | -2.9 | 3 | 0.0
O=C(O)c1ccc2c3c(cccc13)C(=O)N(c1ccccc1)C2=O
  nt | -1 | 50* | -34 | -6 | -4.6 | 7 | 0.1
Cc1ccc2occ(/C=N/NC(=O)c3ccccc3C)c(=O)c2c1
  nt | 0 | 0 | -19 | 1 | -0.2 | 25 | 0.2
COc1ccc(CCNC(=O)C(=O)NCC2CCCN2S(=O)(=O)c2ccc(OC)cc2)cc1 (centres undefined)
  -0.3 | 1 | -3 | -10 | 4 | 3.7 | -23 | 0.0
C/C=C/c1ccc([C@@H]2[C@@H](CO)N(S(=O)(=O)CC)C23CN(C(=O)CC)C3)cc1
  -0.4 | -7 | -1 | -28 | nt | 5.1 | -3 | 0.1
Cc1ccc(-c2nn(-c3ccccc3)cc2/C=C/C(=O)O)o1
  0.2 | ? | 3 | -11 | 6 | -2.2 | -39 | 0.0
COc1cccc(NC(=O)Cn2c3ccccc3c3nc4n(c(=O)c32)CCCS4)c1
  nt | 2 | 4 | -13 | -12 | 0.9 | 1 | 0.0
COCCNC(=O)C[C@H]1C[C@@H]2c3cc(NS(=O)(=O)c4ccccc4)ccc3O[C@@H]2[C@H](CO)O1
  0.1 | 0 | -2 | 0 | -3 | -4.2 | 9 | 0.0
O=P(c1ccccc1)(c1ccccc1)c1nc(-c2ccccc2)oc1N1CCOCC1
  nt | -6 | -1 | -10 | -4 | 0.1 | -11 | -0.1
Nc1cccc2cccc([N+](=O)[O-])c12
  0.2 | -4 | -1 | 9 | 7 | 0.0 | nt | -0.1

Some of the entries so far, tab-delimited.
Molecule	E-selectin induc	DENV2 CPE	Casp6 inh	RAD52 anneal inh	RAD54 branch	CFTR F508del cor	INS-1E GSIS act	XiGFP reactiv
O=[N+]([O-])c1ccccc1NCc1ccccc1Cl	1.7	2	-2	-17	nt	-2.7	8	0.0
COc1ccc(CCN=C(N)C(C)c2ccccc2)cc1OC (centres undefined)	nt	-3	-1	-17	7	-0.4	2	0.0
COc1ccc(S(=O)(=O)N2CCOC23CCN(S(=O)(=O)c2cc(F)ccc2F)CC3)cc1	3.0	-5	0	-6	nt	0.2	-2	0.2
CCOc1ccccc1NC(=O)C(=O)CC(=O)c1ccc(OC)cc1	nt	-1	9	-24	-6	2.7	-2	0.1
